M4 antag: blocks acetylcholine activation of human M4 receptor | P08173 | CHO-hM4 cells, ACh EC80, Fluo-8 calcium fluorescence | inhibition, % at 3 µM | 360,000 compounds, 0.73% hits;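 active = inhibition above its plate's cutoff, the mean inhibition of sample wells plus 3 SD, cut at about 27% in these data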;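 also: 0% = acetylcholine EC80 with DMSO and 100% = DMSO without agonist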
Target sequence (P08173 whole entry, looked up): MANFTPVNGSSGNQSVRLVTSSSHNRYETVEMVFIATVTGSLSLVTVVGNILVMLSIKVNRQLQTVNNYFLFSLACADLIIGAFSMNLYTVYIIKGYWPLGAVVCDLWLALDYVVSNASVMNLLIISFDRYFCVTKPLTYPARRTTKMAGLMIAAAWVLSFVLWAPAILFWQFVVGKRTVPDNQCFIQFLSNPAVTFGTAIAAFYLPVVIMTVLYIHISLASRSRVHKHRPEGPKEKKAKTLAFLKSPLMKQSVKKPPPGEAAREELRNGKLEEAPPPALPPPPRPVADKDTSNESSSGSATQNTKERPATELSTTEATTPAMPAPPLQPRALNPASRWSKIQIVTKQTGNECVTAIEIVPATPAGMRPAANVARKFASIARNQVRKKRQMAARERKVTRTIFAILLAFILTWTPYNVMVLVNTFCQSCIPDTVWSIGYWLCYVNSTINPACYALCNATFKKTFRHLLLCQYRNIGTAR
M1 antag: blocks human M1 muscarinic receptor. P11229. CHO-K1 hM1, Fluo-8 calcium fluorescence, ACh EC80 antagonist. inhibition, % at 3 µM. 360,000 compounds, 1.3% hits. AID 588852;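 active = percent inhibition above its own plate's cutoff, namely the mean of that plate's compound wells plus 3 SD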;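 also: peak over basal fluorescence ratio during 140 s after agonist addition; 0% = ACh EC80 plus DMSO and 100% = DMSO alone without agonist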
Target sequence (P11229 whole entry, looked up): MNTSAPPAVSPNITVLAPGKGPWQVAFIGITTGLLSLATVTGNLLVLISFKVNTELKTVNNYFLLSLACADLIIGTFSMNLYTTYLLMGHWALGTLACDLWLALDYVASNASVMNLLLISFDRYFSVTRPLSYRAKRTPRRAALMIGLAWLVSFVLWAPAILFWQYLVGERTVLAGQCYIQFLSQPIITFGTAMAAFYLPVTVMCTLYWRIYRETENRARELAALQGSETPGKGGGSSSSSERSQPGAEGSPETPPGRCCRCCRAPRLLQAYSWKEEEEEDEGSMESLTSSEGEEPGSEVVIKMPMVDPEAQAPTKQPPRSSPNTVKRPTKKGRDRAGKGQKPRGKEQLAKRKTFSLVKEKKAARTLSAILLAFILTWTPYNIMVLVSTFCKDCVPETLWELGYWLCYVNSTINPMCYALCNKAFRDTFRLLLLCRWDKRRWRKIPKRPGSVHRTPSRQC
CHO-K1 Ca ag: M1 agonist counterscreen hit in parental CHO-K1 cells | Fluo-8 calcium fluorescence; scaled to maximal ATP response, vehicle zero | activation, % at 3 µM | 360,000 compounds, 0.48% hits | AID 602248; in the data active = activation above about 15%;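 also: untransfected CHO-K1 host cells lacking M1 receptor as counterscreen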
CHRM1 PAM: human CHRM1 positive allosteric modulation. activation, % at 3 µM. 360,000 compounds, 0.088% hits. CHO-K1 hM1, Fluo-8 calcium fluorescence, ACh EC20; 0% = ACh EC20, 100% = maximal ACh; in the data active = activation above about 19%, passing the limit was not always enough
OXTR potentiator: human OXTR potentiation; P30559; CHO-OTR cells, Fluo-8 calcium fluorescence, potentiator mode; 0% = oxytocin EC15, 100% = EC100; activation, % at 3 µM; 320,000 compounds, 0.061% hits;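 active = activation above that plate's cutoff, the mean activation of tested compounds plus 3 SD, cut at about 6.6% in these data, passing the limit was not always enough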;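 also: 100% uses oxytocin at 75 nM as the full agonist control; some results filed as inactive read as strong as hits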
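System: human OTR in CHO cells / Also added: sub-maximal oxytocin, roughly EC15 / Control set: EC15 oxytocin low, 75 nM oxytocin high / Schedule: 6 min compound pre-incubation at room temperature, 100 s kinetic read / Compound: single-point 3.0 µM / Replication: singlicate / Technique: Fluo-8 calcium dye fluorescence / Read-out basis: % activation of max/min ratio relative to oxytocin controls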
CHO-K1 Ca antag: counter-screen for M1 antagonists: effect in parental CHO-K1 cells; ATP-induced calcium, Fluo-8 fluorescence; inhibition, % at 3 µM; 360,000 compounds, 0.6% hits; AID 602250;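 active = inhibition above a per-plate cutoff, the plate's mean sample inhibition plus 3 SD, cut at about 24% in these data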;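 also: 0% = DMSO plus EC80 ATP and 100% = DMSO alone without ATP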
CHRM1 agonist: activates human CHRM1 receptor | P11229 | 360,000 compounds, 0.33% hits | CHO-K1 hM1, Fluo-8 calcium fluorescence, agonist mode; 0% DMSO, 100% acetylcholine EC100 | activation, % at 3 µM;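 active = activation above the run's mean compound activation plus 3 SD, cut at about 16% in these data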;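 also: peak over basal fluorescence ratio within a 140 s kinetic read after compound addition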
M4 ag: CHRM4 agonism in calcium assay; P08173; CHO-K1 hM4/Gqi5, Fluo-8 calcium fluorescence; vehicle 0%, full acetylcholine response 100%; activation, % at 3 µM; 360,000 compounds, 0.14% hits; AID 624127;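 active = activation above the run mean over all test wells plus 3 SD, cut at about 32% in these data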;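 also: peak over basal fluorescence ratio per well then scaled between controls; 0% = DMSO wells and 100% = acetylcholine at EC100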
CHO parental Ca: counter-screen: ATP calcium response change in parental CHO cells; inhibition, % at 5.6 µM; parental CHO-K1, ATP-induced calcium, Fluo-8 fluorescence; AID 463079; 330,000 compounds, 0.63% hits;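 active = inhibition above that plate's mean sample inhibition plus 3 SD, cut at about 26% in these data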;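 also: 0% = ATP-challenged DMSO wells and 100% = DMSO wells without ATP; some compounds past the cut are filed as inactive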
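test system = CHO parental line | reagent = ATP stimulus | measured by = intracellular calcium via Fluo-8 no-wash fluorescent dye | control set = ATP and no-ATP DMSO wells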
Starred values were filed as active, the others as inactive; . = not tested or not shown.

Results follow in this order: M4 antag	M1 antag	CHO-K1 Ca ag	CHRM1 PAM	OXTR potentiator	CHO-K1 Ca antag	CHRM1 agonist	M4 ag	CHO parental Ca
> CCc1nc(SCc2ccc(C(=O)OC)o2)c2c(=O)n(C)c(=O)n(C)c2n1
  -19	5	0.8	-10	-3	-5	-11	0	-9
> Cc1noc(C)c1S(=O)(=O)Nc1ccc(C(=O)Nc2ccc(OC(F)(F)F)cc2)cc1
  9	9	1.6	-9	-3	-7	-6	2	-2
> O=C1N/C(=C\c2ccccc2)C(O)=C1C=NCc1ccccc1
  2	-10	0.3	7	-6	12	-3	0	-17
> O=C(NCCCN1CCOCC1)c1cc(-c2cccc(Br)c2)nc2ccccc12
  -2	-2	3.5	3	-12	-1	-1	10	-10
> O=C(CN(Cc1ccccc1Cl)C(=O)Cn1nnc(-c2cccs2)n1)NCC1CCCO1 (stereo not given)
  -10	8	0.4	0	-2	11	-3	2	-8
> Cc1c(C(=O)O)cccc1-c1ccc(/C=C2/NC(=O)N(c3ccccc3)C2=O)o1
  5	-3	2.8	12	-11	-12	5	1	2
> O=C(COc1coc(CN2CCN(c3ccc(F)cc3)CC2)cc1=O)Nc1ccccc1
  -5	-10	0.1	11	2	3	-1	1	-11
> C[C@H](CO)N1C[C@H](C)[C@@H](CN(C)S(C)(=O)=O)Oc2c(NC(=O)Nc3ccc(C(F)(F)F)cc3)cccc2C1=O
  -2	5	0.8	3	-6	-6	1	6	-24
> O=C(NCc1cccc(F)c1)c1cccc2c1C(=O)c1ccc(N3CCCC3)cc1S2(=O)=O
  13	33*	13	-18	-7	-7	27*	80*	3
> Cc1cc(Cl)c(S(=O)(=O)N2CCN(c3cccc(C)c3C)CC2)cc1OCC(N)=O
  3	2	0.7	-2	-6	1	-1	1	-11
> CCSc1nnc(NC(=O)COc2cccc3ccccc23)s1
  3	-1	0.5	2	-4	-7	-3	1	-8
> COc1cccc(/C=N/NC(=O)C(=O)NCc2ccco2)c1OC
  3	-16	-1.0	9	2	-14	-9	-1	-20
> COC(=O)CCCNc1ncccc1[N+](=O)[O-]
  -4	-4	-0.1	5	-10	12	-7	1	-7
> Cc1ccsc1C(=O)NCCC(c1ccccc1)c1ccccc1
  12	-4	1.1	1	-11	3	-8	0	-18
> O=C1CC(c2ccc(F)cc2)c2cc3c(cc2N1)CCC3 (stereo not given)
  4	-1	1.8	2	-8	2	-5	2	-26
> CC1CN(C(=O)c2ccc(OC3CCN(Cc4ccccn4)CC3)cc2)CCN1C (stereo not given)
  -5	6	0.3	-4	-4	3	-4	0	-10
> CCOc1ccc(CN2CCN(C(=O)c3ccco3)CC2)cc1
  8	-24	0.9	17	2	0	1	1	-7
> CC(=O)c1c(C)nc(Nc2nc(C)c3cc(C)ccc3n2)nc1C
  -15	-7	-1.2	13	1	4	0	2	-11
> CC(C)Sc1ncnc2c1oc1ccccc12
  9	-3	0.1	0	-2	-6	-3	0	-1
> O=C(COc1ccc(Br)cc1)N1CCN(S(=O)(=O)/C=C/c2ccccc2)CC1
  12	5	0.8	-3	-11	-8	-9	3	-22
> COc1ccc(OC)c(CNC(=O)c2nn(C)c3c2CS(=O)(=O)c2ccccc2-3)c1
  -1	-2	2.5	0	-7	-13	-2	3	-15
> CC(CCn1cccn1)NC(=O)CCc1nnc(C2CCCCC2)o1 (stereo not given)
  1	3	1.4	5	-14	-12	-2	2	-12
> CCN(C(=O)c1ccc(NC(=O)Cc2ccccc2)cc1)c1ccccc1
  3	2	16*	0	.	10	2	7	.
> OCCC1CN(Cc2cnc(-c3ccccc3)s2)CCN1C1CCCCC1 (stereo not given)
  8	9	0.9	-9	1	-12	-8	2	-23
> Cc1ccc(C(=O)N/C(=C\c2ccc(-c3cccc([N+](=O)[O-])c3)o2)C(=O)NC(C)(C)C)cc1
  4	1	3.0	-1	0	-1	-5	6	-17
> Cc1ccccc1NC(=O)N1CCN(C(=O)c2ccco2)CC1
  -3	3	0.3	-1	-3	2	-3	0	1
> O=C(Nc1ccc(Cl)cc1Cl)c1cc2ccccc2o1
  -8	-17	-0.8	12	-1	20	-3	1	-6
> O=C(N/N=C/c1cc(Br)cc(Br)c1O)c1cccc(N2CCCC2=O)c1
  3	-2	-0.7	9	-16	34*	-9	1	-11
> CCCC(=O)Nc1ccccc1NC(=O)c1ccc(OC)cc1
  3	-6	0.3	5	3	4	-5	1	-19
> Cc1cc(Br)c(Oc2cc(NN3CCCCC3)c([N+](=O)[O-])cc2[N+](=O)[O-])c(Br)c1
  -8	-3	-0.4	7	.	-4	0	2	.
> CCC(=O)NCCc1cc2cc(C)c(C)cc2[nH]c1=O
  12	-4	0.0	7	-11	-4	-2	1	0
> O=[N+]([O-])c1ccccc1CNCCCCCO
  7	8	0.6	5	1	-8	-6	1	-1
> FC(F)(F)Oc1ccc(Nc2nc3ccccc3o2)cc1
  12	-23	0.3	-5	-1	-5	-5	0	-11
> CCc1cc(SC#N)cc(C)c1NC(=O)CCl
  1	1	0.1	8	-9	-3	2	1	-3
> O=C(NNC(=S)NCc1ccccc1)c1cccc([N+](=O)[O-])c1
  -11	4	0.3	0	2	-4	-1	3	-1
> O=C(CNS(=O)(=O)c1ccccc1)NCC(=O)N1CCCCC1
  0	-7	2.1	7	-14	-5	-4	5	-3
> CCn1c(=O)c(=O)n(CC)c2cc(S(=O)(=O)Nc3cc(C)ccc3C)ccc21
  -5	-4	-0.8	9	-6	14	-1	0	-20
> O=C1C(=O)N(CC(=O)N2CCCC2)c2ccccc21
  6	-4	0.3	1	-5	-15	-6	0	-7
> Cc1ccc(-c2sc(C)nc2CC(=O)O)cc1
  -15	-21	0.1	16	-5	-8	1	1	1
> CC(C)NC(=O)N1Cc2cc(C(=O)NC3CCCC3)nc(-c3cccc(-c4cccnc4)c3)c2[C@H]1CCO
  -7	.	4.9	.	.	-11	.	18	.

Taken from above.
`CC(CCn1cccn1)NC(=O)CCc1nnc(C2CCCCC2)o1` (stereo not given) in CHO-K1 Ca ag → 1.4
`OCCC1CN(Cc2cnc(-c3ccccc3)s2)CCN1C1CCCCC1` (stereo not given) in M4 ag → 2

Further compounds.
Results follow in this order: M4 antag	M1 antag	CHO-K1 Ca ag	CHRM1 PAM	OXTR potentiator	CHO-K1 Ca antag	CHRM1 agonist	M4 ag	CHO parental Ca
> COc1cccc(/C=C/C(=O)c2ccc(C)c([N+](=O)[O-])c2)c1
  3	-11	0.8	11	0	-1	-6	0	-37
> CC(OC(=O)c1cccnc1SCc1cc(=O)n2ccccc2n1)c1ccccn1 (stereo not given)
  9	9	6.2	-13	-6	-4	-1	15	-19
> Cc1onc(-c2c(F)cccc2Cl)c1C(=O)c1ccccc1
  3	2	1.9	7	1	-11	-6	2	-12
> O=C(c1cc(Cl)ccc1O)N1CCN(S(=O)(=O)c2cccs2)CC1
  -3	-15	0.7	8	-8	10	-4	3	11
> CCOc1ccccc1OCCCCN1CCCC1
  -6	-8	0.8	3	-10	-12	-5	0	-14
> CCOc1ccccc1NS(=O)(=O)c1cn(C)nc1C
  -8	-6	0.1	-2	-9	-9	-4	1	11
> NC(=O)CC(NC(=O)c1ccccc1)c1ccc(NCc2ccc(F)c(F)c2)c([N+](=O)[O-])c1 (stereo not given)
  1	-11	0.0	9	-2	-12	-4	3	-7
> Cc1ccc(NC(=O)C2C3C=CC4(CN(Cc5cccnc5)C(=O)C24)O3)cc1F (stereo not given)
  -6	-3	-0.3	0	6	-3	2	1	-10
> O=C(CN(C(=O)CCC(=O)Nc1nccs1)c1ccccc1F)NCCc1ccccc1
  4	13	2.3	-5	-8	-20	-3	2	6
> CC1CN(C(=O)COC(=O)Cc2ccc(Cl)cc2)CC(C)O1 (stereo not given)
  -10	-4	0.0	1	1	-10	-2	1	-3
> COC(=O)c1cc(-c2c(C)oc3cc(OC(C)C)ccc3c2=O)c(C)o1
  -14	-18	4.0	-5	-4	-15	-1	8	-28
> CCCN(CC(=O)Nc1ccccc1C)CC(=O)Nc1ccc(Br)cc1F
  -8	-8	5.0	3	-18	-10	-7	4	-17
> c1ccc(C(=NNc2nc3ccccc3s2)c2ccccn2)cc1
  56*	25	16*	-7	.	35*	8	21	.
> Cc1ccc(C(=O)C=Cc2ccc3c(c2)OCO3)c(C)c1
  -5	-24	-0.1	3	.	-14	-3	-2	.
> C[C@H]1CN([C@@H](C)CO)C(=O)Cc2cc(NS(=O)(=O)c3ccc(Cl)cc3)ccc2O[C@@H]1CN(C)C(=O)Nc1cccc2ccccc12
  -11	-1	-0.4	1	-4	-1	-6	1	-8
> Cc1cc(S(=O)(=O)ON2C(=O)c3ccccc3C2=O)ccc1F
  -3	-13	0.4	17	8	-14	-3	0	1
> CCC(=O)N(c1nnc(SCC(=O)Nc2sccc2C(N)=O)s1)C1CC1
  -2	2	2.2	-5	.	7	-1	5	.
> O=C(NCCc1ccccc1C(F)(F)F)C1CCC(=O)N(CCCN2CCCC2=O)C1 (stereo not given)
  0	-25	0.2	17	1	4	-1	0	-15
> CC(=O)Nc1ccc(N2CCC(C)CC2)c([N+](=O)[O-])c1
  -6	-15	-0.4	14	-5	-1	-10	0	-8
> CC(OC(=O)c1ccc(Cl)c(S(=O)(=O)N2CCOCC2)c1)C(=O)NC1CCCCC1C (stereo not given)
  -3	-6	1.5	8	-11	12	-1	6	-2
> Cc1ccc(-c2nc(CS(=O)(=O)CC(=O)NC3CCC(C)CC3)c(C)o2)cc1 (stereo not given)
  -1	12	1.0	-4	-11	-15	-3	3	-31
> Cc1c(NC(=S)Nc2ccccc2C(F)(F)F)cccc1[N+](=O)[O-]
  8	-3	0.8	11	-3	0	0	1	5
> COc1ccc(C)cc1S(=O)(=O)Nc1cc2c3c(c1)CC(=O)N3CCC2
  1	8	0.5	0	-2	-6	-2	1	-17
> CCOc1ccc(N2C(=O)Nc3ccc(Br)cc3C2(O)C(=O)NC(C)C)cc1 (stereo not given)
  -13	-3	0.8	4	-5	-8	-3	0	-9
> CCOC(=O)c1cc2sccc2n1CC(=O)N1CCc2ccccc21
  -8	-27	-0.1	6	2	-1	-6	1	-19
> CCN(CC(=O)N1CCOCC1)S(=O)(=O)c1ccc2ccccc2c1
  -4	-14	0.0	3	.	8	-1	0	.
> O=C(COc1ccccc1)Nc1nc(-c2cccs2)cs1
  1	4	2.7	-4	-15	-2	-4	4	-15
> COc1cc(/C=N/Nc2cccc(C)c2)ccc1OC(=O)c1cccs1
  3	-9	0.3	8	-3	-7	-8	0	-11
> O=C1CCCC/C1=C/Nc1ccc2c(c1)OCO2
  8	8	-0.2	-7	5	29*	-2	0	-3
> O=c1cc(NS(=O)(=O)c2ccccc2)nc(SCc2ccccc2Cl)[nH]1
  1	7	2.2	-7	-4	-10	-3	4	6
> O=C(O)c1cccc(-n2c(/C=C/c3ccc([N+](=O)[O-])cc3)nc3ccccc3c2=O)c1
  -8	-3	-0.1	9	-5	-4	1	0	-5

This is a random part of the collection. Share with any hit: about 2.9%.
